Compound activity from PubChem.
hgDAF-12 ag: H. glycines DAF-12 receptor agonists, primary screen, cell-based, luminescence, HEK293, GAL4 fusion, UAS-luciferase | 370,000 tested, 1.8% active | activation, % at 6.8 µM | Nuclear hormone receptor DAF-12 (Heterodera glycines), GAL4 fusion | HEK293 GAL4-hgDAF12 UAS-luciferase reporter, agonist luminescence; normalized to butyrate control;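 active means activation above a cutoff set at the mean of all screened compounds plus 3 SD, cut at about 10% in these data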;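 further: 0% = DMSO wells and 100% = sodium butyrate wells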
ADAM10 inh: human ADAM10 inhibitors, primary screen, biochemical, QFRET, HTS | recombinant ADAM10, EDANS/DABCYL FRET peptide cleavage, 3 h | 370,000 tested, 0.62% active | inhibition, % at 7 µM | AID 720582, 2013;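 active means inhibition above a per-campaign cutoff equal to the mean of compounds falling between control-based bounds plus 3 SD, cut at about 20% in these data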;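 further: 0% = DMSO wells while the 100% control is not disclosed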
PLC-beta3 inh: human PLC-beta3 inhibitors, primary screen, biochemical, fluorescence | 370,000 tested, 0.18% active | Purified PLC-beta3, fluorogenic substrate | 1-phosphatidylinositol 4,5-bisphosphate phosphodiesterase beta-3 (Homo sapiens), Q01970 | inhibition, % at 12.2 µM | AID 720704, 2013; in the data active means inhibition above about 11%;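 further: 0% = median of compound wells on plate and 100% = full blocker control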
Target sequence (Q01970 whole entry, looked up): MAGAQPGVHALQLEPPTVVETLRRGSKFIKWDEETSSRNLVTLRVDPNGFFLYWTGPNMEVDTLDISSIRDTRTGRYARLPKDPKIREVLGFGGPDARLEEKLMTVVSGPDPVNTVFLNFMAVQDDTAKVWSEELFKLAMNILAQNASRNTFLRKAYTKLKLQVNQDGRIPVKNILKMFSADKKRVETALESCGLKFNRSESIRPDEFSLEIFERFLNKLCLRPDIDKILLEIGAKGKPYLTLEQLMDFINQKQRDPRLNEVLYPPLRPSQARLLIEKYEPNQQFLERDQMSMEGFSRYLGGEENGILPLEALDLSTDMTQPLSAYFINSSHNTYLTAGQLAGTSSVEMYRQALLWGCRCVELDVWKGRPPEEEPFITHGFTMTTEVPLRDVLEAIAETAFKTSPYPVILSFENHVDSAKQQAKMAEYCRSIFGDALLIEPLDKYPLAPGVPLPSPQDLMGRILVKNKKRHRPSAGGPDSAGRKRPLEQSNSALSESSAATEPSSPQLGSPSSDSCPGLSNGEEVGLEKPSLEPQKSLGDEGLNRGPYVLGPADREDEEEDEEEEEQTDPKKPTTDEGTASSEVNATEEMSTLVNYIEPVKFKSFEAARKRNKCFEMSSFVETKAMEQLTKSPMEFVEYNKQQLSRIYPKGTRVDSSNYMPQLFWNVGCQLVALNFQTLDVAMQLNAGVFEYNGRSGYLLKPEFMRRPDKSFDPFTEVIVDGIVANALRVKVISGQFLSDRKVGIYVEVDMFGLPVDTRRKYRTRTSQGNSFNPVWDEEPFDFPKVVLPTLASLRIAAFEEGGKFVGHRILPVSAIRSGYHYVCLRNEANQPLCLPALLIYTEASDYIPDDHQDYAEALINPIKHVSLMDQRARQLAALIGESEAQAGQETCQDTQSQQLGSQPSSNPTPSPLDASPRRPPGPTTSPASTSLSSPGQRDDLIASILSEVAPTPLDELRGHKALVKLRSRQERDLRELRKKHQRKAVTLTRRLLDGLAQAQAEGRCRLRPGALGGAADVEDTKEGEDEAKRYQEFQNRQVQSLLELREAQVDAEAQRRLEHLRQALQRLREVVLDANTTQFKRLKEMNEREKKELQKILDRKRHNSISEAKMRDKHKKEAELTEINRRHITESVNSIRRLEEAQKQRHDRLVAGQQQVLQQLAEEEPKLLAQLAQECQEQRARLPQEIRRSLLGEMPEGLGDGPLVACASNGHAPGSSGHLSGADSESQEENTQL
PLC-gamma1 inh: PLC-gamma1 enzyme inhibitors, primary screen, biochemical, fluorescence, purified enzyme | 1-phosphatidylinositol 4,5-bisphosphate phosphodiesterase gamma-1 (Homo sapiens), P19174 | fluorogenic substrate | inhibition, % at 12.2 µM | 370,000 tested, 0.84% active | AID 720700, 2013; in the data active means inhibition above about 9.5%
DAX1 inh-1: DAX1 (NR0B1) inhibitors on StAR promoter, primary screen, cell-based, luminescence, SF-1 (NR5A1), full-length DAX-1. inhibition, % at 6.8 µM. AID 652010, 2013. HEK293T StAR-luciferase reporter, SF-1/DAX-1 repression relief. 370,000 tested, 1.1% active;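 active means inhibition above the mean over all tested compounds plus 3 SD, cut at about 3.6% in these data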;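 further: 0% = DAX-1 cells with DMSO and 100% = cells lacking DAX-1 with DMSO; higher inhibition means more luminescence from relief of DAX-1 repression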
sPLA2-III inh: human group III sPLA2 inhibitors, primary screen, biochemical, QFRET, BODIPY PC-A2 liposome substrate | QFRET BODIPY PC-A2 liposome hydrolysis, fluorescence | inhibition, % at 12.2 µM | 370,000 tested, 0.56% active;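 active means inhibition above mean plus 3 SD of compounds lying within the high and low control bounds, cut at about 19% in these data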;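 further: 0% = median of test compound wells and 100% = no enzyme DMSO wells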
ssDAF12 agonist: S. stercoralis DAF-12 nuclear receptor activators, primary screen, cell-based, luminescence, HEK293, GRIP1 co-expression, lit1-tk-luc; AID 652126, 2013; HEK293 ssDAF-12/GRIP1 lit1-tk-luc reporter; % of 3 µM dafachronic acid response; activation, % at 6.8 µM; 370,000 tested, 1% active;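 active means activation above the mean over all tested compounds plus 3 SD, cut at about 0.9% in these data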;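 further: 0% = DMSO-only wells and 100% = 3 µM delta7-dafachronic acid wells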
FXN GAA850 act: FXN promoter activators, primary screen, cell-based, luciferase luminescence, HEK293 lucGAA850. 360,000 tested, 0.56% active. HEK293 lucGAA850 FXN promoter luciferase reporter, 24 h; percent of 10 µM SAHA response. activation, % at 6 µM;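 active means activation above the average of all compounds screened plus 3 SD, cutoff fixed separately per campaign, cut at about 7.5% in these data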;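 further: 0% = DMSO wells and 100% = 10 µM SAHA wells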
DAX1 inh-2: DAX1 (NR0B1) inhibitors, primary screen, cell-based, HEK293, Gal4-DAX1, luciferase luminescence; Nuclear receptor subfamily 0 group B member 1 (Homo sapiens), P51843; HEK293 Gal4-DAX1 luciferase reporter; inhibition, % at 6.75 µM; 340,000 tested, 0.99% active; AID 504766, 2011;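 active means inhibition above the mean over all tested compounds plus 3 SD, cut at about 4.2% in these data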;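 further: 0% = DAX1-transfected cells with DMSO and 100% = empty-vector control cells with DMSO; inhibition shows as a rise in luminescence from relieved DAX1 repression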
ADAM17 inh: ADAM17 inhibitors, primary screen, biochemical, QFRET; Disintegrin and metalloproteinase domain-containing protein 17 (Homo sapiens), P78536; recombinant ADAM17, EDANS/DABCYL FRET peptide cleavage; inhibition, % at 6.95 µM; 370,000 tested, 0.83% active; AID 720648, 2013;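 active means inhibition above the mean of compounds lying between control limits plus 3 SD, set per campaign, cut at about 8.5% in these data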;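 further: 0% = DMSO-only wells as the low control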
hcDAF-12 act: H. contortus DAF-12 nuclear receptor activators, primary screen, cell-based, luminescence, HEK293, lit1-tk-luc reporter | HEK293 hcDAF-12 lit1-tk-luc reporter; 0% DMSO, 100% Δ7-dafachronic acid | activation, % at 6.8 µM | 370,000 tested, 1.4% active | AID 652067, 2013;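 active means activation above the mean of all tested compounds plus 3 SD, cut at about 5.5% in these data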;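 further: 100% = response to 3 µM Δ7-dafachronic acid high control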
The depositor's hits bear a star; i = inactive; / = not tested or not shown.

SMILES	hgDAF-12 ag	ADAM10 inh	PLC-beta3 inh	PLC-gamma1 inh	DAX1 inh-1	sPLA2-III inh	ssDAF12 agonist	FXN GAA850 act	DAX1 inh-2	ADAM17 inh	hcDAF-12 act
CCn1c(SCC(=O)N/N=C/C=C\c2ccco2)nc2ccccc21	1.8	-7	-14	-13	-0.2	-8	-0.9	4.7	-0.9	-4	0.0
CN(C)C(=O)N1CCC(C(=O)NCc2ccccc2Cl)CC1	1.3	-1	6	-1	0.7	3	-0.8	-1.1	-0.6	-3	-1.4
O=C(COC(=O)C1CC(=O)N(Cc2ccccc2)C1)c1ccc(Br)cc1 (centres undefined)	1.6	-1	0	-4	0.8	1	-0.8	1.8	1.7	-4	1.6
CN(C)c1ccc(C(=O)C(=O)c2ccccc2)cc1	1.6	4	4	2	0.1	7	-0.5	4.2	0.8	-3	0.6
O=C1c2ccccc2C(=O)N1CCC1=CCCCC1	3.0	8	0	-1	0.3	1	-0.3	1.8	0.6	-3	3.6
CC1CC(C)CN(C(=O)CSCC(=O)Nc2nc(-c3cccs3)cs2)C1 (centres undefined)	6.5	-14	-79	-65	0.5	-6	0.7	2.7	0.2	-2	8.2*
CC(=O)c1ccc(OC(C)C)c(CC(C(N)=O)C(N)=O)c1	-1.2	-8	-3	-3	0.2	2	-1.0	-1.5	2.1	-5	-2.0
O=C(O)c1ccccc1C(=O)c1ccc2c(c1)N(Cc1ccc(Cl)c(Cl)c1)C(=O)CO2	0.3	7	-3	0	-0.4	-23	-1.5	-0.7	-0.6	-1	0.3
CCN1CCN(CC(=O)Nc2ccc(C(C)=O)cc2)CC1	3.1	-2	2	4	0.3	2	-1.3	0.3	-0.6	-4	0.3
O=[N+]([O-])c1ccc(Sc2n[nH]c(-c3ccc(Cl)cc3Cl)n2)nc1	0.3	-79	-7	-3	-0.4	6	-1.2	-0.8	0.5	-26	0.8
Cc1csc(SCC(=O)NC(=O)NCc2ccccc2)n1	-0.4	-3	2	1	-0.8	-2	-0.9	1.2	2.0	-3	-3.2
NC(=S)N/N=C/c1ccc(Br)o1	-0.1	2	5	2	-0.7	2	-0.8	-1.3	-0.1	0	-1.6
CN(C)S(=O)(=O)NCc1ccc2c(c1)OCO2	-2.2	8	2	-1	0.2	-2	-1.0	-0.9	1.3	2	-1.0
O=C(COC(=O)c1cc(S(=O)(=O)N2CCOCC2)ccc1F)Nc1ccc(Cl)cn1	-0.2	-18	-26	-11	1.3	-13	-1.1	-0.9	0.8	-1	0.7
O=C(CSc1nnc(CNc2ccc(F)cc2)o1)N1CCCc2ccccc21	-0.4	-17	-1	-1	0.0	-1	0.0	1.8	-0.8	-2	-1.1
Cc1ccc(CNc2nc(N)c([N+](=O)[O-])c(Nc3cccc(F)c3)n2)cc1	-2.3	-5	0	0	-0.3	2	-1.8	2.6	0.2	-5	-1.2
CNc1cccc(-c2ccc(C(C)=O)s2)n1	9.6	-39	-270	-215	4.0*	-5	-0.7	4.4	/	-8	0.3
Cc1ccccc1NC(=O)c1cc(-c2ccco2)nc2ccccc12	-1.0	-434	-444	-315	-0.3	-5	-2.5	3.4	/	-167	-2.5
COc1cc(NC(=O)COc2cc(C)cc3oc(=O)c(C)c(C)c23)cc(OC)c1OC	-1.2	-3	-11	-4	-0.5	3	-0.7	0.3	1.0	-4	0.9
Cc1ccc(NC(=O)c2ccc(NCCCN3CCC(C)CC3)c([N+](=O)[O-])c2)c(C)c1	-0.8	-9	-11	-3	0.0	0	-1.8	-0.8	0.9	-3	1.1
CCOC(=O)c1c(-c2ccccc2)oc2ccc(O)c(CN3CCOCC3)c12	-1.8	7	-126	-107	-2.2	-12	-0.5	-1.7	-2.0	4	-2.7
N#C/C(=N\Nc1c(Cl)cccc1Cl)C(=O)NN	-1.1	4	4	5	-0.9	-8	-1.6	1.4	-0.1	3	-0.6
Nc1nc(SCc2nc3scc(-c4ccccc4)c3c(=O)[nH]2)n[nH]1	1.7	7	-2	2	-0.1	-6	-1.8	1.2	0.4	1	-0.6
O=C(/C=C/c1ccco1)N(Cc1ccccc1)C1CCS(=O)(=O)C1 (centres undefined)	0.7	-1	-12	-1	-0.8	-6	-1.4	1.2	0.9	-7	-0.5
CCCc1c(C)nc2ccccc2c1SCCC#N	-2.5	-2	-1	-3	0.2	4	-2.3	-0.9	-1.0	0	-2.6
COc1ccc(C2CC(c3cccc(F)c3)=NN2c2ccc(S(N)(=O)=O)cc2)cc1 (centres undefined)	2.2	i	i	i	-2.4	-11	0.0	-0.5	0.7	i	1.4
O=[n+]1c2c(n([O-])c3c1CCC3)CCCC2	-1.5	-1	3	2	-0.7	4	-0.8	-0.1	1.5	1	-0.7
S=C1NC(c2cccs2)=CC(c2ccc(Br)cc2)N1 (centres undefined)	1.6	-9	-4	1	-0.8	16	-0.8	0.7	1.6	1	3.2
Cc1cc(=O)n2[nH]c(C)cc2n1	2.0	-14	-4	-4	0.6	3	-1.1	-0.9	-0.4	-2	0.8
CC(=O)c1c[nH]c(C(=O)NC2CCCCCC2)c1	1.2	-2	1	4	1.1	-1	-1.3	0.8	-0.6	2	1.9
CSCCC(NC(=O)c1ccccc1)C(=O)OCC(=O)N(C)CCC#N (centres undefined)	-3.7	0	-5	1	-0.3	2	-1.2	0.9	-0.4	-3	-0.9
Cc1ccc(CC(NC(=O)C2CCCCC2)C(=O)O)cc1 (centres undefined)	-5.3	-4	1	-3	-1.2	-8	-1.2	1.4	0.4	-1	-0.3
C=C(C)c1cccc(C(C)(C)NC(=O)N2CCC(C(N)=O)CC2)c1	-2.2	-7	-9	-4	0.2	7	-1.5	-1.3	-0.4	-7	-0.5
CN(Cc1nccn1C)C(=O)c1cc(COc2cccc(C(F)(F)F)c2)on1	3.8	-2	-7	3	0.0	3	-0.7	2.4	0.9	1	1.1
Cc1nonc1OCCCNc1ccc([N+](=O)[O-])cc1Cl	0.6	-4	1	-1	-0.6	1	-0.2	3.3	3.3	0	-1.6
Cc1cc(C(=O)NC(C)c2ccncc2)cs1 (centres undefined)	-2.7	0	-2	-1	-0.6	2	-1.7	0.3	-0.6	-8	-1.1
CC1=C(C(=O)N(C)C)CC(CC(=O)NCC2CCCCC2)C(=O)N1Cc1ccccc1 (centres undefined)	2.4	2	1	1	0.1	4	-0.3	1.4	0.6	0	0.4
O=C(NCCC1CCCCN1S(=O)(=O)c1ccc(F)cc1)C(=O)NCc1ccccn1 (centres undefined)	1.0	-1	6	5	0.3	5	-1.0	-0.1	0.7	3	-0.2
O=C(Cc1ccccc1[N+](=O)[O-])NNC(=O)c1ccncc1	-1.8	4	-5	0	-0.2	-1	-1.3	2.2	0.4	-2	1.1
Cc1ncc(C(O)c2ccccc2)n1Cc1ccccc1 (centres undefined)	-2.6	-10	-12	0	-0.7	16	-1.2	-0.4	0.0	-2	0.2
C#CCN(C[C@@H]1[C@@H](OC(=O)NCc2ccco2)[C@@H](OC(=O)NCc2ccco2)CN(C(=O)OC(C)C)N1C(=O)OC(C)C)S(=O)(=O)c1ccc(C)cc1	-2.4	18	-2	2	-1.6	-22	-1.0	-5.7	-0.1	5	-0.3
O=C(COC(=O)CCC1CCCC1)Nc1ccc(F)cc1	1.9	-9	-9	-1	0.6	2	-1.4	1.8	1.4	-2	-0.6
CN(C)c1cccc2c(/C=N/O)ccc(N(C)C)c12	3.4	-6	-25	-20	0.5	7	-1.4	0.2	-0.2	-6	-0.1
CC(CCc1ccccc1)NC(=O)COC(=O)c1cccnc1Cl (centres undefined)	-1.9	-6	-5	0	-1.4	3	-1.3	-1.1	1.4	-2	0.7
CCCN(CC(=O)Nc1ccccc1C)C(=O)COc1c(Cl)cccc1Cl	1.6	-8	-6	0	-0.2	7	-0.9	-0.3	0.5	-5	-0.2
Cc1cc(C(=O)NNC(=S)NCc2ccco2)nn1C	-2.6	1	-3	-4	0.6	16	-1.7	-0.5	0.5	-2	0.3
Cc1cc(C)c(S(=O)(=O)Nc2ccnc(-c3cccnc3)n2)c(C)c1	-0.6	-1	4	2	0.0	-2	-1.7	-0.9	0.8	-1	-2.0
COC(=O)CCCC(=O)N1CCC(n2nccc2NC(=O)CCOc2ccccc2)CC1	4.5	-14	-5	2	1.7	-2	-0.3	1.3	0.3	-3	0.2
O=C(COC(=O)c1cc[n+]([O-])cc1)Nc1ccc(SC(F)F)cc1	1.4	4	-11	-2	0.8	3	1.2*	0.6	-0.1	2	0.1
O=C(Nc1ccccc1)c1cc([N+](=O)[O-])ccc1NCc1cccnc1	4.6	5	3	4	-0.7	-8	-1.5	2.9	1.0	2	0.1
COc1cc(NC(=O)c2ccco2)c(OC)cc1NC(=O)CCC(=O)Nc1cccc(C)c1C	-1.9	14	-3	-2	-0.8	3	-1.0	-3.2	0.6	1	-0.9
COc1ccccc1N1CCN(c2ccc3c(c2)S(=O)(=O)c2cccc(C(=O)NCC4CC4)c2C3=O)CC1	-2.3	-5	-1	-1	-2.8	2	-1.9	-5.3	-1.8	-3	-3.4
COc1ccc(N(C)S(=O)(=O)c2cccc(C(=O)NC3=NCCS3)c2)cc1	-3.1	-1	2	1	-0.6	-7	-0.9	-0.7	0.6	-2	-1.5
CCCCN(CC)CCCNC(=O)c1cn(-c2ccc(OC)cc2)c(=O)c2ccccc12	-0.5	-2	-2	0	-0.2	-3	-0.8	0.6	1.1	-1	0.7
CC(=C/C(=O)O)/C=C/c1ccc(Cl)o1	-0.2	1	-9	-7	0.0	0	-0.7	1.4	-0.5	-1	-1.1
Cc1cc(C(=O)Nc2nnc(C(F)(F)F)s2)no1	-0.9	-3	0	-1	0.9	-3	-1.1	-1.8	0.0	1	-0.6
